GLS inhibitor: inhibitors of human glutaminase (GLS); O94925; GLS enzymatic activity, qHTS titration; Potency, µM (top dose mostly 45.5 µM), for the others: at the highest dose activity change, negative = inhibition, usual class: inhibitors; actives 0.21% (n = 410,000); note: potency is the fitted concentration of half-maximal effect; % is set by controls: 0 for no effect and ±100 for the full control effect
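hKGA; 45 mM KH2PO4 pH 8.2 + 0.02% Tween-20; cpd via pin tool; 1 mM Gln soln; GluOx/HRP/Amplex Red; RT 30 min; fluor. t0 & final.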
RGS4 inh: blocks human RGS4-accelerated GTP hydrolysis; P49798; Potency, µM (titrated, usually from 114 µM), for the others: at the highest dose activity change, negative = inhibition, usual class: inhibitors; actives 0.039% (n = 390,000); Transcreener GDP fluorescence polarization, RGS4-accelerated GTP hydrolysis; note: potency is the fitted concentration of half-maximal effect; % is set by controls: 0 for no effect and ±100 for the full control effect; nearly all actives have a fitted effect of over 75% in size; some results filed as inactive show a strong effect at the top dose
Target sequence (P49798 whole entry, looked up): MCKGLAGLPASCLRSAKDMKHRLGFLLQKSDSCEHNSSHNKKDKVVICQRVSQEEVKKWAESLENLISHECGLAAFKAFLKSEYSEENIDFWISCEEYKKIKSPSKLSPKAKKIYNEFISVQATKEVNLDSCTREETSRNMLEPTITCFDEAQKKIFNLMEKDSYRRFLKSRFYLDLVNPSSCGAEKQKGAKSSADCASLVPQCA
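MLSMR compounds (23 nl, pin-transferred) preincubated 10 min at room temperature with a 500nM (2x) first reagent, then RGS4 at 900nM (2x) plus Transcreener GDP mix added; fluorescence polarization (620/688 nm) read before and after 90 min at 30 °C.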
G9a block: inhibitors of human histone lysine methyltransferase G9a; Q96KQ7; G9a H3K9 monomethylation, AlphaScreen, 2 h; Potency, µM (doses to about 102 µM), inactives show top-dose activity, negative = inhibition, actives largely listed as inhibitors; actives 8.8% (n = 350,000); note: potency is the fitted concentration of half-maximal effect; % is set by controls: 0 for no effect and ±100 for the full control effect; nearly all actives have a fitted effect of over 75% in size
Target sequence (Q96KQ7 913-1193 limits assumed): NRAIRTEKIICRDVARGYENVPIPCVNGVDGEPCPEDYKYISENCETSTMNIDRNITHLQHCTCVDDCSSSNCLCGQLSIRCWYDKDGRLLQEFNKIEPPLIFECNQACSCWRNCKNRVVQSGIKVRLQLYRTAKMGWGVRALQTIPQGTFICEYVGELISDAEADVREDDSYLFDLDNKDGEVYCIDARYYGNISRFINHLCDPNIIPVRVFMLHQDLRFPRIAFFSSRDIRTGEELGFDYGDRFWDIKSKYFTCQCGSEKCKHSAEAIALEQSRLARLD
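AlphaScreen read-out: biotin-H3K9 peptide (500 nM) methylation by 20 nM enzyme with 20 uM SAM, 2 h at room temperature after 15 min compound preincubation; anti-monomethyl H3K9 antibody plus donor/acceptor beads, 10 min dark.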
BAZ2B inh: BAZ2B (human) inhibition; Q9UIF8; AlphaScreen BAZ2B-H3K14Ac peptide displacement; Potency, µM (doses to about 114 µM), without a hit: at the top dose activity change, negative = inhibition, actives largely listed as inhibitors; actives 4.4% (n = 360,000); AID 504333; note: potency is the fitted concentration of half-maximal effect; % is set by controls: 0 for no effect and ±100 for the full control effect; nearly all actives have a fitted effect of over 60% in size
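Complex of BAZ2B and biotin-H3K14Ac (50 nM apiece) forms over 30 min at RT, then faces library compounds up to 110 uM for another 30 min; AlphaScreen beads added, 20 min dark incubation, luminescence read.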
PI4K2A block: PI4K2A (human) kinase inhibition; activity change, negative = inhibition, % at 76.9 µM; purified PI4K2A, ADP-Glo luminescence, 1 h; stronger effect = lower value; AID 1346378; actives 0.13% (n = 420,000); Q9BTU6; in the data active = activity change below about -50%; inconclusive = mostly about -30% to -49%;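 note: -100% = wells without enzyme as full effect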
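In this quantitative HTS, ADP production by PI4K2A was quantified luminescently after 1 h at ambient temperature; 100 microM adenosine served as plate-quality control.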
ERG-DNA inh: blocks human ERG Ets domain binding to DNA; fluorescence polarization, His-ERG Ets domain / labelled DNA; Potency, µM (doses to about 76.9 µM), for the others: at the top dose FP activity, negative = inhibition, hits mostly inhibitors; actives 0.028% (n = 370,000); active = well fitted inhibition curve with a large enough effect in the polarisation, with a control signal flat; inconclusive = small, poorly fitted or top-dose-only effect, or effect the other way, or a change in a side signal; inactive = no such curve, though single readings can be large or run the other way; the % refers to the polarisation;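 note: polarization taken with two DNA probes labelled with fluorescein and Texas red; potency is the fitted concentration of half-maximal effect; % of control where 0% means no effect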
Target sequence (P11308 whole entry, looked up, the tested form may be a part): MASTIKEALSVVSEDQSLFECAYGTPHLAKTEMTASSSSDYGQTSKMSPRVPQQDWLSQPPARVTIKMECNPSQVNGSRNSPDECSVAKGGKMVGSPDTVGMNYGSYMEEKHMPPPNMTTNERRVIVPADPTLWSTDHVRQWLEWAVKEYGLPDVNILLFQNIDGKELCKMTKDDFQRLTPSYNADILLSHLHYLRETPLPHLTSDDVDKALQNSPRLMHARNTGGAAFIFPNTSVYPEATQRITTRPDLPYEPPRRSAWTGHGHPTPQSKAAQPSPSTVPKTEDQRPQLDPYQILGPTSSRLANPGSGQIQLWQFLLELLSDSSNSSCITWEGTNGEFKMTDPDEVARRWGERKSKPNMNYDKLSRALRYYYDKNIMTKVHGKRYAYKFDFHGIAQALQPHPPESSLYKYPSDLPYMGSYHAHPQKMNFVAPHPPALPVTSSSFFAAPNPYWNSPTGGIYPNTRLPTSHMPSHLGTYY
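His-tagged ERG Ets domain (1 uM in the protein solution; 300mM KCl, 50mM Tris-HCl, 1mM EDTA, 1mM DTT, pH 7.5) received compound, then a probe mix of 5 nM fluorescein-DNA and 100nM Texas-615-DNA. Fluorescence polarization was read for both dyes.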
12-LOX inh: inhibitors of human 12S-lipoxygenase ALOX12; purified 12hLO, xylenol orange hydroperoxide absorbance; Potency, µM (highest dose often 108 µM), without a hit: top-dose activity change, negative = inhibition, hits mostly inhibitors; actives 1.1% (n = 580,000); P18054; note: potency is the fitted concentration of half-maximal effect; % is set by controls: 0 for no effect and ±100 for the full control effect
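Purified human 12hLO at 150 nM in 25 mM Hepes, 0.01% Triton X-100, pH 7.0, preincubated 15 min at room temperature with compound. Reaction started with 40 uM arachidonic acid, 30 min at room temperature. Hydroperoxide measured by Fe-xylenol orange, 573/405 nm absorbance ratio.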
HP1b binding inh: blocks HP1-beta chromodomain binding to methylated histone tails; AID 540317; Potency, µM (doses to about 114 µM), without a hit: at the top dose activity change, negative = inhibition, hits mostly inhibitors; AlphaScreen HP1-beta / biotin-H3K9me3 peptide binding; actives 0.56% (n = 390,000); note: potency is the fitted concentration of half-maximal effect; nearly all actives have a fitted effect of over 70% in size; inactives centre near 23
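HP1-beta protein (50 nM final) preincubated 30 min at room temperature with biotinylated H3(1-18)K9me3 peptide (50 nM) in PBS pH 7.4, 0.01% Tween-20, then compound added for 30 min. AlphaScreen streptavidin donor/nickel chelate acceptor beads (10 ug/mL final), 30 min dark, luminescence read.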
JMJD2A Tudor inh: JMJD2A Tudor domain (human) inhibition. O75164. AlphaScreen JMJD2A-Tudor / H3K4me3 peptide binding. Potency, µM (highest dose often 114 µM), without a hit: at the highest dose activity change, negative = inhibition, actives largely listed as inhibitors. actives 4.4% (n = 390,000). AID 504339; note: potency is the fitted concentration of half-maximal effect; % is set by controls: 0 for no effect and ±100 for the full control effect; nearly all actives have a fitted effect of over 50% in size
Numbers without * were called inactive; ? = inconclusive; . = not tested or not shown; [ ] = remark or other dose. Unless noted, calls come from the whole dose curve; as a rule, active = well fitted curve in the direction sought with a large enough effect; inconclusive = small, poorly fitted or top-dose-only effect, or another doubt; inactive = no such curve, though single readings can be large; an effect the other way counts as inactive or inconclusive. Not all compounds are listed. The share of hits here may be higher or lower than overall.

Structure	GLS inhibitor	RGS4 inh	G9a block	BAZ2B inh	PI4K2A block	ERG-DNA inh	12-LOX inh	HP1b binding inh	JMJD2A Tudor inh
Cc1nc(N2CCN(C(=O)c3ccco3)CC2)[nH]c(=O)c1C	-4%	-9%	18%	-6%	-4	-7%	25%	35%	-12%
Cc1ccc(C(=O)OCC(=O)NCc2ccco2)cc1C	-4%	-3%	?	7%	0	0%	24%	37%	0%
O=C(NCCc1cccs1)c1ccc(Cl)c(Cl)c1	-4%	7%	68%[activator]	32%	-2	-3%	-3%	71%[activator]	29%
Cc1cccc(-c2cc(C(=O)Nc3ccncc3)c3ccccc3n2)c1	6%	13%	8%	-34%	-2	1%	48%[activator]	20%	-24%
CCCn1c(N)c(N(CCOC)C(=O)c2cccc(Cl)c2)c(=O)[nH]c1=O	-1%	-1%	-3%	-22%	-5	14%	15%	17%	10%
COc1ccc(S(=O)(=O)N2CCCC(C(=O)NCc3ccccc3)C2)cc1 (configuration not stated)	0%	-12%	-13%	9%	0	23%	9%	24%	1%
CC(=O)N(CC(C)C(=O)O)c1c(I)cc(I)c(N)c1I (configuration not stated)	-1%	12%	-6%[59 µM]	10%	2	-14%	-2%	15%	-19%
O=C(/C=C/c1ccccc1Cl)NC(=S)Nc1ccccc1C(=O)NC1CCCCC1	1%	-9%	?	-13%	0	.	-15%	-19%	-15%
CCc1nnc(NC(=O)CSc2ccc(-c3nc4ccc(C)cc4[nH]3)cn2)s1	0%	-3%	10%	-7%	-2	-2%	-11%	35%	-9%
CCN(c1ccccc1)c1ncnc2c1cnn2-c1ccc(C)cc1C	-8%	21%	-7%[59 µM]	13%	-2	4%	-11%	45%[activator]	-5%
COc1ccccc1Cn1nnc2c(=O)[nH]c(C3CCN(C(=O)c4ccccc4Cl)CC3)nc21	53%[activator]	-7%	40%[59 µM]	2%	-8	-1%	287%[activator]	4%	-21%
COc1ccc(OC)c(NC(=O)C2C3C=CC(C3)C2C(=O)NCc2cccnc2)c1 (configuration not stated)	-12%	13%	3%	-5%	0	-3%	-6%	15%	-8%
CC(C)NC(=O)COc1coc(CN2CCN(Cc3ccccc3)CC2)cc1=O	-8%	-2%	-6%	-11%	-1	12%	0%	46%[activator]	3%
COc1ccc(N(C(=O)CCl)C(C(=O)NCCc2ccccc2)c2cccs2)cc1Cl (configuration not stated)	1%	-23%	?	4%	48	-10%	?	29%	-13%
O=C(Cc1sc(-c2ccccc2)nc1-c1ccccc1)Nc1ccc(Cl)cc1	3%	35%	8%[59 µM]	-2%	2	1%	0%	12%	-3%
CC(=N/O)/C(C)=N\NC(=O)c1ccccn1	21%	5%	1%	.	-17	4%	1%	33%	-18%
NC1(C(=O)O)CCCCC1c1ccccc1 (configuration not stated)	1%	-25%	.	.	-2	2%	-16%	-2%	1.4µM*
CC(C)C[C@H](NC(=O)Nc1ccc(S(N)(=O)=O)cc1)C(=O)O	4%	19%	-26%	1%	5	.	2%	16%	-9%
C=CCNCCOc1ccccc1-c1ccccc1	7%	-27%	-1%[59 µM]	6%	-2	-2%	-15%	46%[activator]	-6%
COc1cc2c(cc1OC)CN(C(=O)c1ccc(Cl)c(S(=O)(=O)N3CCCC3)c1)CC2	0%	8%	.	.	-2	1%	39%[activator]	23%	-27%
CCOC(=O)N1CCN(Cc2nc3c(c(=O)n(C)c(=O)n3C)n2Cc2ccccc2C)CC1	-1%	18%	?	0%	4	2%	0%	21%	-13%
COC(=O)CCCNC(=O)c1ccc(OC2CCN(CCc3ccccc3)CC2)cc1	1%	7%	-4%[0.501 µM]	-1%	0	-6%	-6%	34%	-8%
O=c1oc2ccccc2cc1-c1nnc(Nc2ccc(Cl)cc2Cl)s1	-6%	10%	10%[59 µM]	3%	-13	1%	-4%	12%	-24%
Cc1csc(SCC(=O)NC(=O)NC(C)(C)C)n1	1%	25%	-1%[59 µM]	-13%	-2	-1%	-9%	35%[activator]	0%
COc1ccc(CCNC(=O)c2cnc3sc(N4CCCCCC4)nn3c2=O)cc1	2%	0%	1%[59 µM]	3%	-1	-2%	0%	33%	-3%

Nothing new here: entries from further up.
Structure	GLS inhibitor	RGS4 inh	G9a block	BAZ2B inh	PI4K2A block	ERG-DNA inh	12-LOX inh	HP1b binding inh	JMJD2A Tudor inh
Cc1nc(N2CCN(C(=O)c3ccco3)CC2)[nH]c(=O)c1C	-4%	-9%	18%	-6%	-4	-7%	25%	35%	-12%
Cc1ccc(C(=O)OCC(=O)NCc2ccco2)cc1C	-4%	-3%	?	7%	0	0%	24%	37%	0%
O=C(NCCc1cccs1)c1ccc(Cl)c(Cl)c1	-4%	7%	68%[activator]	32%	-2	-3%	-3%	71%[activator]	29%
Cc1cccc(-c2cc(C(=O)Nc3ccncc3)c3ccccc3n2)c1	6%	13%	8%	-34%	-2	1%	48%[activator]	20%	-24%
CCCn1c(N)c(N(CCOC)C(=O)c2cccc(Cl)c2)c(=O)[nH]c1=O	-1%	-1%	-3%	-22%	-5	14%	15%	17%	10%
COc1ccc(S(=O)(=O)N2CCCC(C(=O)NCc3ccccc3)C2)cc1 (configuration not stated)	0%	-12%	-13%	9%	0	23%	9%	24%	1%
CC(=O)N(CC(C)C(=O)O)c1c(I)cc(I)c(N)c1I (configuration not stated)	-1%	12%	-6%[59 µM]	10%	2	-14%	-2%	15%	-19%

(listing goes on)
Structure	GLS inhibitor	RGS4 inh	G9a block	BAZ2B inh	PI4K2A block	ERG-DNA inh	12-LOX inh	HP1b binding inh	JMJD2A Tudor inh
CN1CCN(C(=S)Nc2cccc(Cl)c2)CC1	19%	-17%	-22%[59 µM]	-1%	6	-4%	8%	26%	-13%
CCOC(=O)C1CCN(C(=O)COc2ccc(C(=O)c3ccccc3)cc2)CC1	?	30%	.	.	5	2%	1%	12%	-12%
COc1cc(NC(=O)c2cc([N+](=O)[O-])ccc2Br)ccc1NC(=O)c1ccco1	72%[activator]	-10%	?	?	6	6%	-14%	5%	-8%
Cc1c(C)n(CCc2ccccc2)c2ncnc(NCCO)c12	-6%	8%	-31%[2.33 µM]	?	0	1%	-12%	-22%	-32%
CCOc1cccc(C2Nc3ccccc3-c3cc(C)nn32)c1O (configuration not stated)	52%[activator]	17%	19%[59 µM]	-20%	2	1%	-8%	51%[activator]	-18%
COc1ccc(CC2(CO)CCN(S(=O)(=O)c3c(C)nn(C)c3C)CC2)cc1	1%	15%	.	2%	2	6%	15%	27%	-20%
O=C(Cc1ccccc1[N+](=O)[O-])NC1CCN(Cc2ccccc2)CC1	-2%	9%	19%	-1%	-2	0%	?	37%	-16%
Cc1ccc2c(C)c(C(=O)Nc3cccnc3)oc2c1	-5%	-18%	-30%	-7%	2	9%	10%	42%[activator]	-10%
CCOC(=O)c1ccc(CNC(=O)CCC(=O)O)cc1	8%	-3%	4%[12.7 µM]	7%	1	-5%	0%	65%[activator]	-7%
O=C(C[C@@H]1C/C=C\CCCC(=O)OC[C@@H]2CCCN2C1=O)N[C@H](CO)Cc1ccccc1	0%	2%	.	.	-1	3%	-21%	28%	-15%
CC(=O)NC1(c2cccc(F)c2)CCN(CC(=O)NC2CCCCC2)CC1	-1%	12%	.	9%	1	3%	-11%	20%	-15%
COc1cccc(CNS(=O)(=O)c2ccc3c(c2)NC(=O)CS3)c1	4%	-26%	29%	-2%	-6	-6%	-4%	36%	0%
CCOC(=O)C1=NNC2(c3ccccc3)C(=O)N(c3cccc(Br)c3)C(=O)C12 (configuration not stated)	4%	-7%	-8%	-8%	-1	.	-23%	18%	-15%
Cc1cccn2cc(-c3ccc(F)cc3)cc12	-2%	-53%	.	?	1	-1%	-25%	7%	-31%
Cc1cn2c(=O)cc(COC(=O)c3ccc(NC(=O)c4ccc(F)cc4)cc3)nc2s1	0%	-19%	-1%[59 µM]	-5%	6	2%	-21%	-6%	-24%
Cc1ccccc1Oc1ccc2c(c1)[C@@H]1C[C@H](N(C)C(=O)Nc3cc(Cl)cc(Cl)c3)[C@H]([C@H](C)O)C(=O)N1CC2	13%	9%	.	.	-1	2%	2%	16%	?
O=C(CCNC(=O)c1ccccc1Cl)Nc1ccc(S(=O)(=O)Nc2nccs2)cc1	17%	-7%	.	.	-1	17%	-25%	12%	-21%

Bioassay records as filed in PubChem BioAssay.
